# Assay outcomes as filed in PubChem BioAssay.
# PfHsp40 rescue: rescue of yeast from PfHsp40 toxicity, primary screen, S. cerevisiae, ATP luminescence. S. cerevisiae expressing PfHsp40, growth rescue. growth rescue, % at 12.5 µM. hit rate 0.68% among 340,000. AID 504582, 2011; in the data active = growth rescue above about 28%, passing the limit was not always enough; inconclusive = no clear call, values can overlap the other calls;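 also: yeast W303a lacking pdr1 and pdr3 grown in galactose medium; growth measured after three days at 30 °C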
# GDH-TPI inh: GDH-TPI coupling enzyme inhibitors, primary screen, artefact control for M. tuberculosis FBA inhibitor project, biochemical, absorbance, full deck; inhibition, % at 4.8 µM; GDH-TPI coupled enzyme counterscreen, NADH absorbance; hit rate 1.2% among 360,000; in the data active = inhibition above about 30%;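 also: 0% = DMSO wells and 100% = wells lacking the enzyme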
# Yp Topo-I inh: Yersinia pestis topoisomerase I inhibitors, primary screen, biochemical, cleavage product accumulation, plate reader, single point; DNA topoisomerase I (Yersinia pestis CO92); Y. pestis Topo-I cleavage product accumulation; activity, % at 10 µM; hit rate 0.064% among 360,000; AID 504884, 2011; in the data active = activity above about 50%, passing the limit was not always enough; inconclusive = no clear call, values can overlap the other calls; also: inactives centre near 2
# FadD28 FP inh: inhibitors of FadD28 bisubstrate probe binding, primary screen, biochemical, fluorescence polarization, single point | inhibition, % at 12.5 µM | hit rate 0.22% among 360,000; in the data active = inhibition above about 8.5%, passing the limit was not always enough; inconclusive = no clear call, values can overlap the other calls
# Vc quorum ag: inducers of Vibrio cholerae quorum light production without autoinducers, primary screen, BH1578 luxS cqsA deficient, single point; V. cholerae BH1578 lux reporter, luminescence, 6 h; activation, % at 18.7 µM; hit rate 0.16% among 350,000; in the data active = activation mostly above about 9.7%, no sharp cut-off; inconclusive = no clear call, values can overlap the other calls; inactive = mostly below about 3.7%; also: not every result past the cut was called active; inactives centre near 0; reference of the scale not given here
# UGM FP inh: M. tuberculosis UGM enzyme inhibitors, primary screen, biochemical, fluorescence polarization, single point | UDP-galactopyranose mutase (Mycobacterium tuberculosis (strain ATCC 25618 / H37Rv)), … | purified UGM, fluorescence polarization probe displacement | inhibition, % at 10 µM | hit rate 0.06% among 320,000 | AID 504406, 2011; in the data active = inhibition above about 10%, passing the limit was not always enough; inconclusive = no clear call, values can overlap the other calls
# Mtb BioA inh: M. tuberculosis BioA enzyme inhibitors, primary screen, biochemical, plate reader, single point, HTS. 7,8-diaminopelargonic acid synthase BioA (Mycobacterium tuberculosis). purified M. tuberculosis BioA enzyme. inhibition, % at 9.99 µM. hit rate 0.096% among 360,000. AID 602481, 2012; in the data active = inhibition above about 40%; inconclusive = no clear call, values can overlap the other calls
# TcdB GH inh: TcdB glycohydrolase inhibitors, primary screen, biochemical, single point, plate reader; Toxin B (Clostridioides difficile), P18177; TcdB glycohydrolase enzymatic assay; inhibition, % at 9.99 µM; hit rate 0.24% among 350,000; in the data active = inhibition above about 10%
# Mtb FBA inh: Mtb FBA enzyme inhibitors, primary screen, biochemical, fluorescence, strain H37Rv | inhibition, % at 1 µM | Fructose-bisphosphate aldolase (Mycobacterium tuberculosis (strain ATCC 25618 / H37Rv)), … | purified M. tuberculosis FBA, fluorescence read-out | hit rate 2.3% among 360,000 | AID 588726, 2011; in the data active = inhibition above about 27%;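 also: 0% = vehicle and 100% = reference inhibitor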
# * marks the source's active call; other numbers are inactive results; i = inactive; ? = inconclusive; . = no result given. Random draw from the library; 4.6% or so of the library scored in one or more.
mol	GDH-TPI inh	Mtb BioA inh	PfHsp40 rescue	Vc quorum ag	Yp Topo-I inh	TcdB GH inh	FadD28 FP inh	Mtb FBA inh	UGM FP inh
Cc1cc(N2CCN(C(=O)c3cccs3)CC2)c(F)cc1[N+](=O)[O-]	38*	3.9	-0.4	-0.2	-4	-3.3	-2.7	-4	-2.6
NC1=NC[C@H](Cc2ccc(O)cc2)N1CCc1cccc(F)c1	11	2.0	?	i	1	-0.8	-3.5	3	-0.4
COc1ccccc1-n1cc(C(=O)N2CCCC(CO)(Cc3ccccc3C)C2)cn1 (stereo unspecified)	3	1.6	-1.0	-0.2	3	2.3	1.1	1	0.3
CN(C)S(=O)(=O)c1cccc(-c2cn3cc(Cl)ccc3n2)c1	12	-0.8	-1.9	-0.1	5	.	0.6	10	-1.3
CCn1c(SCC(=O)N2CCCc3ccccc32)nnc1-c1ccco1	6	0.8	48*	-0.1	-3	.	-2.4	-4	3.3
CCOC(=O)C(NCc1ccccc1OC)(NC(C)=O)C(F)(F)F (stereo unspecified)	-3	.	-0.9	-0.3	2	.	-0.1	4	-0.6
CCOc1cc(C(=O)Nc2ccc3c(c2)OCO3)ccc1OCCOc1ccccc1Cl	1	1.2	0.3	-6.2	-5	.	-2.3	-11	0.2
CN1C(=O)CN=C(c2ccc[nH]2)c2cc(Cl)ccc21 (tested in a mixture with another compound)	20	-0.3	.	-0.7	-5	1.2	-5.2	-2	.
O=C(OCc1cc(=O)n2c(n1)sc1ccccc12)c1ccc2c(=O)n3c(nc2c1)CCC3	7	-1.9	0.0	-0.3	-4	.	-8.8	-3	-3.1
Cc1ccc2c(c1)C1C3CCC(C3)C1S(=O)N2 (stereo unspecified)	1	.	-0.1	-0.3	11	1.4	-3.0	0	-1.0

# Another view of some results above.
> COc1ccccc1-n1cc(C(=O)N2CCCC(CO)(Cc3ccccc3C)C2)cn1 (stereo unspecified)
  GDH-TPI inh = 3	Mtb BioA inh = 1.6	PfHsp40 rescue = -1.0	Vc quorum ag = -0.2	Yp Topo-I inh = 3	TcdB GH inh = 2.3	FadD28 FP inh = 1.1	Mtb FBA inh = 1	UGM FP inh = 0.3
> CN(C)S(=O)(=O)c1cccc(-c2cn3cc(Cl)ccc3n2)c1
  GDH-TPI inh = 12	Mtb BioA inh = -0.8	PfHsp40 rescue = -1.9	Vc quorum ag = -0.1	Yp Topo-I inh = 5	TcdB GH inh = .	FadD28 FP inh = 0.6	Mtb FBA inh = 10	UGM FP inh = -1.3
> CCn1c(SCC(=O)N2CCCc3ccccc32)nnc1-c1ccco1
  GDH-TPI inh = 6	Mtb BioA inh = 0.8	PfHsp40 rescue = 48*	Vc quorum ag = -0.1	Yp Topo-I inh = -3	TcdB GH inh = .	FadD28 FP inh = -2.4	Mtb FBA inh = -4	UGM FP inh = 3.3

# Following part.
mol	GDH-TPI inh	Mtb BioA inh	PfHsp40 rescue	Vc quorum ag	Yp Topo-I inh	TcdB GH inh	FadD28 FP inh	Mtb FBA inh	UGM FP inh
COc1cccc(/C=N/N2C(=O)CSC2=S)c1O	21	.	-0.8	-3.4	-13	-1.5	3.2	-1	-4.5
O=C(NCc1ccc(F)cc1)c1cccs1	9	0.2	0.1	i	1	0.5	2.0	0	-1.1
CCC(C)C(CO)NCCCn1cnc2c(OC)ncnc21 (stereo unspecified)	-6	-1.0	.	-0.4	0	1.2	-0.4	4	.
CC(=O)Nc1ccc(C(=O)NNC(=O)Cc2ccccc2)cc1	4	-1.1	0.4	-0.2	8	0.7	0.8	0	1.7
CC(=O)c1ccc2c3c(ccc([N+](=O)[O-])c13)CC2	11	-0.2	.	-5.9	5	0.9	-3.4	-3	.
O=S(=O)(c1ccc(F)c(Cl)c1)N1CCCC1	4	-0.1	0.7	5.6	7	0.2	1.2	3	-1.4
CCOC(=O)C1(CC2CCCCO2)CCN(S(=O)(=O)c2cc(C)cs2)CC1 (stereo unspecified)	3	.	-1.3	.	6	1.6	-1.0	3	-0.7
COc1ccc(CCNCC(O)Cn2c3ccccc3c3ccccc32)cc1OC (stereo unspecified)	6	.	-0.3	i	16	2.4	1.1	4	-0.8
Cc1ccccc1S(=O)Cc1ccc(C(=O)NC2CC2)o1 (stereo unspecified)	-1	0.5	0.0	-3.1	3	0.5	-1.2	1	0.1
CCCS(=O)(=O)NC(=O)C1(C)CCCN(C(=O)c2ccc(C(=O)OC)cc2)C1 (stereo unspecified)	-1	-1.7	.	i	7	1.7	-1.1	0	.
O=C(c1ccccc1F)N1CCN(c2ccc([N+](=O)[O-])c(NCc3cccnc3)c2)CC1	8	29	.	-0.6	15	1.0	-2.0	-13	-0.8
COc1ccc(C(=O)NCC(=O)N/N=C/c2cn(C)c3ccccc23)cc1OC	13	2.1	-1.1	-0.3	9	-0.9	1.0	2	1.2
Cc1ccc(-n2c(CNCc3ccc(F)cc3)nc3ccccc3c2=O)cc1	2	-1.0	55*	i	-4	-0.3	-1.3	1	1.0
CCCOc1ccc(/C=N\NC(=O)CCc2n[nH]c(=O)[nH]c2=O)cc1OC	7	-1.0	0.5	i	-4	-11	1.2	4	-2.2
CS(=O)(=O)c1ccc(Cl)c(NC(=O)CSc2nnc3n2CCCCC3)c1	4	-1.3	.	-0.8	-3	0.6	-0.1	-2	.
CC(=O)Nc1ccc(NC(=O)CCC(=O)Oc2ccc(C)cc2)cc1	-9	-2.2	-0.4	1.2	1	2.4	-4.4	-3	-1.1
CCN(CC)S(=O)(=O)c1ccc(S(=O)(=O)N2CCN(CCC#N)CC2)cc1	10	-0.1	0.5	i	4	0.3	-0.5	2	2.3
COc1ccc(CC(=O)NNC(=O)CSc2nc(C)c(C)c(=O)[nH]2)cc1	-4	.	-0.8	-0.8	6	1.1	-2.2	2	2.7
CCCN(CCC)S(=O)(=O)c1ccc(C(=O)Nc2c(C)n(C)n(-c3ccccc3)c2=O)cc1	7	-2.5	-0.5	-0.9	-1	1.7	0.5	-1	-0.7
O=C(CN1CCN(CN2C(=O)NC3(CCCCCC3)C2=O)CC1)Nc1cccc(F)c1	2	-0.3	-0.8	i	-3	0.8	-1.3	1	3.4
CCCc1[nH]nc2c1C(c1ccc(OC(=O)N3CCOCC3)c(OC)c1)C(C#N)=C(N)O2 (stereo unspecified)	-5	0.9	-1.2	i	-10	.	-3.0	-3	-1.5
Cc1nc(-c2ccc(NC(=O)c3ccccc3)cc2)cs1	1	-0.1	-0.7	-0.9	9	2.7	-0.1	-2	1.3
Cc1ccc(S(=O)(=O)CCC(=O)OCC(=O)c2ccc(C)c(C)c2)cc1	5	-0.4	0.2	-0.3	19	1.3	-1.0	1	2.7
CC(=O)N1CCN(C(=S)Nc2ccc(SC(F)F)cc2)CC1	-1	6.3	0.2	-0.2	-11	2.5	-3.3	7	-0.1
Cc1cc(NC(=O)c2c(-c3ccccc3Cl)noc2C)no1	7	.	-0.9	6.3	0	0.6	-1.0	-2	-0.7
CCN(CC)c1nc(=S)nc(NC(C)(C)C)[nH]1	1	.	0.0	-0.3	6	-0.3	-2.1	0	-0.5
Cc1ccc(N2CC(C(=O)N3CCCCCC3)CC2=O)cc1 (stereo unspecified)	1	-0.4	-0.5	0.4	5	2.9	-1.5	-1	0.5
c1ccc(C2CNCCc3ccccc32)cc1 (stereo unspecified)	-4	-1.9	-0.5	-0.3	3	0.6	-1.5	-1	0.8
O=C(Cn1cnc2c(NC(=O)OCc3ccccc3)ncnc21)NCc1ccccn1	-4	-1.1	-1.7	-0.3	-8	-1.1	-2.9	0	-2.0
C=CCSc1nnc(-c2cc3c(-c4ccccc4)nn(C)c3s2)n1C	18	5.5	0.1	i	33	.	-9.3	11	6.1
O=C1CC(SC2=NCCS2)C(=O)N1c1ccc(Cl)cc1 (stereo unspecified)	0	.	-0.1	i	4	.	-2.9	1	1.7
Clc1ccc(OCCCCCN2CCOCC2)cc1	0	-2.5	0.9	-0.3	6	0.3	-0.4	5	-1.6
O=c1[nH]c(/C=C/c2cccnc2)c([N+](=O)[O-])c(=O)[nH]1	17	.	1.4	-0.6	-8	0.1	0.1	3	0.0
CC(C)=CCc1c(O)cc2c(c1O)C(=O)CC(c1ccc(O)cc1)O2 (stereo unspecified)	8	1.0	?	-0.2	-16	0.4	-7.3	2	-0.1
CCOC(=O)C1CCCN(S(=O)(=O)c2ccc(NC(C)=O)cc2)C1 (stereo unspecified)	-5	.	-0.7	0.1	8	3.7	-0.2	0	-1.4
Cc1ccc(-n2cnc3c(=O)[nH]cnc32)cc1[N+](=O)[O-]	-1	4.7	1.7	3.4	0	-0.2	-2.6	-3	.
CC(C)C[C@@H](CN)NC(=O)c1nc[nH]c1C(=O)N[C@@H](Cc1c[nH]c2ccccc12)C(=O)CNC[C@H](C)NC(=O)c1nc[nH]c1C(=O)N[C@@H](CC(=O)O)C(=O)O	14	0.0	-2.9	-0.7	15	1.7	-2.7	6	.
Cc1ccc(C)c(C(=O)c2c(C)nc3sccn23)c1	3	.	1.1	-0.5	0	.	-2.4	0	0.5
Cc1nc2c(-c3ccc(F)cc3)c(C)nn2c(C)c1CCC(=O)Nc1ccc(F)cc1F	17	-2.5	-0.8	-0.4	5	0.4	-1.8	-1	2.7
CCOc1ccc(NC(=O)CN2CCN(CC(=O)Nc3ccc(N(C)C)cc3)CC2)cc1	8	-0.4	-1.6	i	1	0.6	.	-1	.
CC(C)NC(=O)COC(=O)c1ccc(O)cc1	-3	-3.7	-0.3	i	0	.	-2.4	-1	-1.4
CCN1CCCC1CNC(=O)c1ccc(CS(=O)(=O)c2ccccc2C)o1 (stereo unspecified)	0	-3.1	-0.9	i	-6	.	0.2	-2	-0.6
CN1C(=O)c2ccccc2N(C)C1c1ccc(F)cc1 (stereo unspecified)	1	2.1	-0.1	i	7	0.5	-2.1	54*	-1.8
O=c1[nH]c(=S)n(-c2cccc(Cl)c2)c(O)c1/C=N/N1CCOCC1	35*	1.9	-0.3	0.2	3	-0.5	0.2	-4	-2.5
COc1ccc(S(=O)(=O)NC(=O)C2(C)CCN2C(=O)COc2ccc(Cl)cc2)cc1 (stereo unspecified)	-5	-0.9	.	i	-4	0.5	-5.4	-1	.
COc1ccccc1Oc1coc2c(CN3CCOCC3)c(O)ccc2c1=O	8	.	0.4	-5.5	-1	0.3	-4.4	80*	0.9
Cc1ccc(C)c(NS(=O)(=O)c2cc(C(N)=O)ccc2C)c1	0	0.0	-0.9	i	-2	.	-1.0	-1	-1.1
CCCCNC(=S)N(C)/N=C/c1ccc2c(c1)OCO2	27	.	0.2	0.2	2	-0.1	0.9	-2	1.9
Nc1ccccc1CNc1nc(NCCO)nc2c1ncn2CCN1CCOCC1	5	2.1	-0.7	i	-6	-3.0	-0.9	1	-3.4
COc1cccc(CNC(=O)Cn2ccc3cc(S(=O)(=O)N4CCC(C)CC4)ccc32)c1	3	-0.8	-0.6	i	35	1.1	-0.9	-1	-1.0
CN=C1S/C(=C\c2ccc(OCC(=O)OC)c(OC)c2)C(=O)N1C	25	-1.3	0.3	-0.3	-4	1.8	-2.1	-1	0.1
O=C(N/N=C/c1cccnc1)C(O)(c1ccccc1)c1ccccc1	1	-2.9	0.5	6.3	6	.	0.8	2	2.0
O=C1Nc2c(Cl)cc(Cl)cc2C1=O	3	1.8	-0.7	i	2	0.9	-3.3	5	.
